# EP2 mod: modulators of human EP2 prostaglandin E2 receptor; P43116; EP2-expressing cells, cAMP HTRF FRET, PGE2 co-stimulation; induction, % at 25 µM; 0.83% of 260,000 active;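 active means compounds whose cAMP rise, as percent of the full-agonist control response, exceeds 60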;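 further: rat C6 glioma line stably carrying human EP2 under a CMV promoter; the protocol text gives 20 µM as final concentration; 100% = response of wells given 1 µM PGE2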
# Target sequence (P43116 whole entry, looked up): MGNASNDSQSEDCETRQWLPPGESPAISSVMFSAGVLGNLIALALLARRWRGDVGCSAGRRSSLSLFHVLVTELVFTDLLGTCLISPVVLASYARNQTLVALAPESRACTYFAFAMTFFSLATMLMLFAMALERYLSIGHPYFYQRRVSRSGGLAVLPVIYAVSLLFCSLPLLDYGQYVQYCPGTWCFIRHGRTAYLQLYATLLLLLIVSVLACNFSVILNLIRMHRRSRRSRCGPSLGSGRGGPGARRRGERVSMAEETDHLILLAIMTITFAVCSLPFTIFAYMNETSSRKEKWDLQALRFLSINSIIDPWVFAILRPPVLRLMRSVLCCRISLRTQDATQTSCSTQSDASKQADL
# Runt-CBFb FRET: blocks binding of human RUNX1 Runt domain to CBFb | Q01196+Q13951 | Cerulean-Runt/Venus-CBFb FRET ratio 530/480, 1 h | inhibition, % at 20 µM | 0.46% of 220,000 active | AID 1496;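 active means inhibition over about 50% at 20 µM in the single-dose screen, limit read from the data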;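 further: 0% = DMSO wells and 100% = excess unlabeled CBFb competitor control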
# Target sequence (Q01196 whole entry, looked up, the tested form may be a part): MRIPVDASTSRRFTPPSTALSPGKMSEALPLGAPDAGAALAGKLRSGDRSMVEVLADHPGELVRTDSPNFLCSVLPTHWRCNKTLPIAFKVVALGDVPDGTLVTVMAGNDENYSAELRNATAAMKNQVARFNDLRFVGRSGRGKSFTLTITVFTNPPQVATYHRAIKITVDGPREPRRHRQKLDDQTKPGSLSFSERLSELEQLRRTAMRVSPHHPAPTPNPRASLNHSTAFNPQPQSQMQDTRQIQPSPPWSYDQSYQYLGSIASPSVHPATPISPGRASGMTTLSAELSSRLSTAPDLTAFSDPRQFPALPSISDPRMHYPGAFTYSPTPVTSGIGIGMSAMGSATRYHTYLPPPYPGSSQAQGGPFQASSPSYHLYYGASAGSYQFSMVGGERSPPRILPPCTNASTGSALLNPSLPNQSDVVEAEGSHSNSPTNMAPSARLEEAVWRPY
# Target sequence (Q13951 whole entry, looked up, the tested form may be a part): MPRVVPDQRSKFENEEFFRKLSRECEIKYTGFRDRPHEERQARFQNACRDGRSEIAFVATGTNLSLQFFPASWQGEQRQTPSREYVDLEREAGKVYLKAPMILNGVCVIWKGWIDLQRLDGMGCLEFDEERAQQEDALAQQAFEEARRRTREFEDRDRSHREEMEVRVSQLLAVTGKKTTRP
#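 Assay system: Cerulean-Runt domain fusion protein, energy donor; Signal: fluorescence energy transfer, 422 nm excitation, 530/480 nm emission; Timing: 1 h compound exposure, room temperature; Control set: unlabeled CBFb; Medium: Tris buffer pH 7.5 with salts and BSA; Compound: single test concentration of 20 µM, 1% DMSO final; Probe or stimulus: Venus-CBFb 100 nM.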
# RBBP9 inh: human RBBP9 hydrolase inhibition; O75884; recombinant RBBP9, FP-Rh probe fluorescence polarization; inhibition, % at 7.94 µM; 0.2% of 220,000 active;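 active means inhibition above the campaign mean of all tested compounds plus 3 SD, cut at about 14% in these data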;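 further: plate controls were DMSO wells with RBBP9 for no effect and wells lacking RBBP9 protein for full effect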
#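 System: RBBP9 protein / Buffer or medium: Tris/NaCl buffer pH 8.0 with 0.1% Pluronic / Probe or stimulus: Serine-hydrolase probe FP-Rh, 375 nM pre-mixing / Dosing: 7.94 µM single dose, 0.794% DMSO / Times: enzyme-compound preincubation 30 min, then probe labeling 45 min, 25 °C / Technique: fluorescence polarization (mP), excitation 525 nm, emission 598 nm / Replication: singlicate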
# zVAD death inh: L929 zVAD cell death inhibition; 0.38% of 220,000 active; AID 1377; viability rescue, % at 10 µM; L929 zVAD necroptosis rescue, ATP luminescence, 24 h; with zVAD 60 µM;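 active means activation, scaled between plate controls, above about 75%, limit read from the data; inactive means activation under that limit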;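 further: 0% = zVAD with DMSO and 100% = DMSO alone without zVAD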
# PERK inh: inhibitors of human PERK kinase; Q9NZJ5; AID 1416; 0.17% of 220,000 active; inhibition, % at 5.6 µM; CHO PERK-DD fusion, SEAP luminescence translation reporter;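 active means inhibition above the mean inhibition of all tested compounds plus 3 SD, set separately per screening campaign, cut at about 2.9% in these data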;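 further: PERK kinase domain activated by AP20187 dimerizer at 100 nM; 0% = DMSO with dimerizer and 100% = rapamycin at 8.4 µM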
# TNF necrop inh: inhibitors of TNF-alpha induced necroptosis in Jurkat FADD-/- cells; Jurkat FADD-/- TNF necroptosis rescue, ATP luminescence, 24 h; 0 = TNF only, 100 = no-TNF cells; activation (protection from cell death), % at 10 µM; 0.068% of 220,000 active;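 active means activation, meaning protection from cell death, of at least 50% relative to plate controls; inactive means activation below 50%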;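 further: necroptosis triggered by 40 ng/mL TNF-alpha added together with compound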
# Hck Nef HTS: inhibitors of human Hck kinase activated by Nef. Recombinant Hck-YEEI plus Nef, Z-Lyte FRET kinase assay. inhibition, % at 20 µM. 0.68% of 220,000 active. AID 463187. P08631;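 active means Hck-Nef kinase inhibition above about 50%, limit read from the data; inactive means inhibition below that limit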;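 further: 0% = DMSO with Hck plus Nef and 100% = Hck alone without Nef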
# Runt-SMMHC FRET: Runt domain-CBFb-SMMHC interaction inhibition. Q01196+Q13951. Cerulean-Runt/Venus-CBFb-SMMHC FRET ratio 530/480, 1 h. inhibition, % at 20 µM. 0.74% of 220,000 active;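 active means mean inhibition across duplicate retests at 20 µM reaching about 50%, limit read from the data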;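 further: 0% = DMSO wells and 100% = wells with excess untagged CBFb-SMMHC; inhibitors lower the FRET ratio by blocking Runt binding to CBFb-SMMHC; some results filed as inactive read as strong as hits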
# PGE2 EP2 inh: inhibitors of human EP2 prostaglandin E2 receptor; AID 1422; C6 glioma cells expressing human EP2, cAMP TR-FRET; cells stimulated with saturating PGE2; 0.52% of 260,000 active; inhibition, % at 25 µM; P43116;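 active means percent inhibition above 40 after rounding to a whole number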;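 further: rat C6 glioma host cells with rolipram phosphodiesterase inhibitor present; the protocol text gives 20 µM as final concentration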
# * hit, by the source's call; x = no result given. An excerpt; rates above refer to the full screens.
SMILES,EP2 mod,Runt-CBFb FRET,RBBP9 inh,zVAD death inh,PERK inh,TNF necrop inh,Hck Nef HTS,Runt-SMMHC FRET,PGE2 EP2 inh
Cn1cc([N+](=O)[O-])c(C(=O)N/N=C/c2ccc3c(c2)OCO3)n1,-14.5,-0.3,-5.6,0.6,2.3,-0.5,19.8,-5.9,6.8
CC(/C=C1\SC(=S)N(C(C(=O)O)c2ccccc2)C1=O)=C\c1ccccc1 (stereo unspecified),-1.4,-21.6,-7.7,1.5,2.1,3.8,74.8*,-23.4,12.0
N/C(=N\OC(=O)CCc1ccccc1)c1ccc(Cl)cc1,4.2,-3.0,-3.9,0.1,1.7,-2.9,0.0,-2.9,7.5
CC(=O)c1ccc(S(=O)(=O)Nc2cccc(S(=O)(=O)NC3=NCCC3)c2)cc1,6.3,-1.1,-1.8,1.2,1.9,1.3,3.8,0.6,8.8
CC(=O)c1c(C)[nH]c(-c2ccccc2)c1C,-29.4,-2.3,-7.9,1.3,0.9,1.9,2.7,-4.5,3.0
O=C(COC(=O)CCCN1C(=O)c2cccc3cccc(c23)C1=O)Nc1cccc(Br)c1,15.1,1.3,-10.8,2.1,0.1,-2.2,-0.7,2.7,2.8
COc1cccc(CN2CCN(Cc3c(C)nn(C(C)C)c3C)CC2CCO)c1 (stereo unspecified),7.9,x,-8.6,0.3,0.1,1.9,19.4,x,-0.2
CC(OCC(O)CN(C)Cc1nc2ccccc2c(=O)[nH]1)c1ccc(Cl)cc1 (stereo unspecified),9.6,-1.0,-5.0,1.9,0.2,1.8,29.8,-6.9,7.1
CCSc1ncc(Cl)c(C(=O)Nc2cc(C)ccc2C)n1,16.6,2.4,-6.3,-0.2,1.4,1.8,11.2,3.2,10.0
COc1cc2c(cc1OC)C(C1C(=O)CC(C)(C)CC1=O)N(C(=O)CCl)CC2 (stereo unspecified),5.2,2.5,-6.8,1.0,-0.2,0.3,0.4,5.7,5.6
CCOC(=O)C1(Cc2ccccc2)CCCN(Cc2ccncc2)C1 (stereo unspecified),-23.1,-1.0,1.5,-1.8,-0.2,0.9,17.6,3.6,7.1
Fc1cccc(Nc2nc(-c3ccncc3)nc3ccccc23)c1,-17.1,-1.7,-5.1,26.4,0.5,6.0,5.9,0.3,9.6
CCc1nnc2sc(-c3ccc(NC(=O)c4ccc5c(c4)OCCO5)cc3)nn12,26.8,-3.4,-0.9,-0.6,0.9,-8.2,3.6,-2.7,13.9
COC(=O)c1ccccc1NC(=O)c1cc(OC)cc(OC)c1,47.3,-2.1,-9.0,0.6,-0.4,-0.3,-0.1,-2.8,12.3
CCN1C2=C(C(=O)CCC2)C(c2ccc(O)cc2)C2=C1CCCC2=O,-2.8,23.1,-7.3,-0.4,0.1,-0.8,10.8,47.4,5.4
Cc1ccc(NC(=O)CSCc2c(C)noc2C)cc1C,1.2,-2.5,-5.0,-0.3,-0.5,-0.1,0.0,4.2,9.5
COc1ccc(NC(=O)CSc2nnc(NC(=O)CN3CCOCC3)s2)cc1,28.7,0.4,-6.9,0.3,-0.4,-0.3,23.8,2.3,2.1
CCOC(=O)CN(C(=O)CNC(=O)c1ccco1)C(C(=O)NC1CCCCC1)c1cccc(OC)c1 (stereo unspecified),9.1,0.4,x,x,x,x,x,0.9,13.3
Cc1cccc(/C=C/c2nc3ccccc3c(=O)n2Cc2ccccc2)c1,69.1*,-0.4,-4.9,0.5,-0.1,0.7,1.6,-5.8,1.1
CC(Sc1ccc(Cl)cc1)C(=O)Nc1ccc(S(=O)(=O)N2CCOCC2)cc1 (stereo unspecified),-34.6,x,-6.3,0.9,-0.2,2.2,0.6,-4.7,21.0

# Profiles, looked up by structure. Order of screens: EP2 mod, Runt-CBFb FRET, RBBP9 inh, zVAD death inh, PERK inh, TNF necrop inh, Hck Nef HTS, Runt-SMMHC FRET, PGE2 EP2 inh
# Cc1ccc(NC(=O)CSCc2c(C)noc2C)cc1C in the list: 1.2, -2.5, -5.0, -0.3, -0.5, -0.1, 0.0, 4.2, 9.5
# CCSc1ncc(Cl)c(C(=O)Nc2cc(C)ccc2C)n1 in the list: 16.6, 2.4, -6.3, -0.2, 1.4, 1.8, 11.2, 3.2, 10.0
# CC(Sc1ccc(Cl)cc1)C(=O)Nc1ccc(S(=O)(=O)N2CCOCC2)cc1 (stereo unspecified) in the list: -34.6, x, -6.3, 0.9, -0.2, 2.2, 0.6, -4.7, 21.0

# Following part.
SMILES,EP2 mod,Runt-CBFb FRET,RBBP9 inh,zVAD death inh,PERK inh,TNF necrop inh,Hck Nef HTS,Runt-SMMHC FRET,PGE2 EP2 inh
CCSc1nnc(NC(=O)CC(C)C)s1,-6.2,-0.5,-2.8,3.7,0.8,1.1,-19.5,0.1,-0.6
CC(C)=CC(=O)NCc1c(Cl)cccc1-n1cccc1,1.9,-1.0,1.1,0.0,0.9,5.9,1.0,0.3,6.1
Cc1cc(C)n(-c2ccc(Cl)c(C(=O)OCC(N)=O)n2)n1,3.6,0.3,-2.0,0.6,1.1,1.5,8.5,1.0,5.0
Cc1ccc(-n2c(C)cc(C(=O)CN3CCCCC3)c2C)cc1,-7.8,-2.7,-2.0,0.8,-0.7,-2.7,1.9,-1.3,9.3
Cc1cc(C)nc(NS(=O)(=O)c2ccc(NC(=O)C3(c4ccc([N+](=O)[O-])cc4)CCCC3)cc2)n1,-7.5,-3.1,-2.2,1.3,0.4,1.0,3.7,-2.5,7.1
O=C(Nc1ccc2[nH]c(=S)sc2c1)c1ccccc1,16.8,24.2,-13.1,0.0,0.1,-0.3,3.3,29.3,3.3
O=S1(=O)CCC(NC(=S)Nc2ccc3ccccc3c2)C1 (stereo unspecified),-10.5,1.9,-9.6,0.3,0.9,3.0,19.2,1.9,9.8
Cc1cc(C)nc(SCC(=O)Nc2ccc(N3CCOCC3)cc2)n1,4.5,2.2,4.4,-0.2,0.5,-1.0,0.6,4.5,4.5
CCOC(=O)N1CCN(C(=O)CSc2nc3c(cnn3-c3ccc(C)cc3)c(=O)[nH]2)CC1,4.2,-3.7,-2.3,0.9,0.7,0.6,16.9,-0.4,9.8
O=C(c1cc(Cl)ccc1[N+](=O)[O-])n1cnc2ccccc21,23.1,0.0,-1.0,0.7,1.0,0.3,2.3,3.9,6.1
CCCCCCn1c(C)nc2c(c1=O)c1nc3ccccc3nc1n2/N=C/c1ccco1,-8.1,2.8,-1.2,0.5,-0.8,-5.1,-0.1,-5.9,9.4
Cc1cc(C)cc(OCC(=O)NNC(=O)c2cc3ccccc3o2)c1,-6.5,4.3,-4.7,0.9,0.6,1.0,0.8,1.9,8.2
CCOC(=O)C1CCCN(C(=O)c2sc3nc(-c4ccc(OC)cc4)cn3c2C)C1 (stereo unspecified),-17.3,-1.1,-8.6,0.3,-1.1,-2.4,2.5,4.9,x
O=C(CNCC1CCCO1)Nc1ccc(N2CCCCCC2)cc1 (stereo unspecified),-24.5,2.3,-8.2,9.5,0.7,3.0,-0.4,0.0,7.6
CCOC(=O)c1ccc(N2C(=O)C3ON(c4ccccc4)C(c4ccco4)C3C2=O)cc1 (stereo unspecified),29.7,12.2,-6.0,0.3,0.4,-0.5,5.2,-0.9,8.7
CC(C)(C)N1CCC1CN (stereo unspecified),0.3,-0.8,-2.5,-0.3,4.5*,0.2,14.9,-1.8,6.0
CCOC(=O)Cc1nnc(NC(=O)CSc2ccc(Cl)cc2)s1,3.4,1.8,-15.9,0.1,-0.2,-0.2,-4.1,5.1,4.4
COc1ccccc1NC(=S)NCCc1ccc(F)cc1,-66.9,-0.2,-1.2,0.7,0.8,-6.7,-9.7,-2.3,6.2
CCOC(=O)c1c(C)oc2ccc(O)c(CN(C)C)c12,7.1,3.2,-1.0,-0.2,-0.3,0.8,-0.7,-2.6,9.8
FC(F)(F)c1cc(C(F)(F)F)c2ccc(N/N=C/c3cccc(Cl)c3)nc2n1,-23.6,x,-5.8,0.2,0.3,-3.2,-0.7,-150.1,9.9
Cc1ccc2nc(N(CCCN(C)C)C(=O)COc3ccc(Cl)cc3)sc2c1,-72.4,0.7,0.6,0.2,0.6,-1.6,-26.2,1.1,6.3
CCC1CCCCN1S(=O)(=O)c1ccc(S(=O)(=O)N2CCN(S(=O)(=O)CC)CC2)cc1 (stereo unspecified),14.8,-4.0,-7.9,-0.4,0.3,-4.4,-2.7,-1.3,16.0
Cc1c(NC(=O)c2ccc(=O)oc2)c(=O)n(-c2ccccc2)n1C,8.9,1.2,-5.6,0.5,1.0,0.1,1.4,-2.0,10.1
COc1cc(C=O)ccc1Oc1nc(Nc2ccc(F)cc2F)nc(N2CCOCC2)n1,-27.7,-3.8,-8.4,0.1,-0.3,-0.5,11.9,-1.4,5.8
CC(/C=C/c1ccccc1)=N\NC(=O)CNC(=O)c1ccccc1Cl,-2.0,-1.1,-2.5,1.0,0.6,2.7,2.1,0.9,4.0
Cc1ccc(C2(c3noc(CN(C)CC4COCCO4)n3)CCCC2)cc1 (stereo unspecified),12.1,-0.5,6.5,0.8,0.7,-0.9,-29.3,-7.2,0.8
COCC(C)NC(=O)c1noc2c1CCc1cc(OC)ccc1-2 (stereo unspecified),-37.5,-0.8,9.7,4.2,0.2,0.7,-13.2,-1.0,6.5
Cc1cccc(NC(=O)CSc2nc(N)cc(N)n2)c1,20.1,-2.5,-0.7,0.1,0.4,-0.3,1.3,0.0,12.7
COc1ccc(Nc2c(C)cccc2C)cc1,54.4,-3.0,-3.9,0.0,1.0,-1.5,1.1,3.5,9.3
COc1cc2c(cc1OC)CN(Cc1cccs1)CC2,-5.7,5.7,8.2,0.0,-0.5,1.1,-4.0,7.0,9.6
S=c1nc(-c2ccc(Br)cc2)oc2c1CCCC2,14.6,3.8,-5.3,-0.6,0.8,-2.1,-24.7,-3.6,x
COc1cccc2c1nc(C)c1cc(C)oc12,0.5,-1.1,-0.9,-0.3,0.8,-2.8,0.2,2.7,13.2
CN(C)S(=O)(=O)c1ccc2nnn(OCC(=O)NC34CC5CC(CC(C5)C3)C4)c2c1,-5.1,1.0,-7.8,0.6,0.0,-0.3,4.6,3.3,8.8
CC1CCCN(C(=O)C2CCN(CC(C)c3ccccc3)CC2)C1 (stereo unspecified),11.9,-2.9,-3.4,-0.6,-0.3,-0.5,8.8,4.1,4.7
Cc1cccc(NCCC#N)c1,11.9,8.2,-10.4,-0.2,1.1,0.0,-1.8,1.7,5.8

# Filtered by structure: the entries above containing bromine (2)
SMILES,EP2 mod,Runt-CBFb FRET,RBBP9 inh,zVAD death inh,PERK inh,TNF necrop inh,Hck Nef HTS,Runt-SMMHC FRET,PGE2 EP2 inh
O=C(COC(=O)CCCN1C(=O)c2cccc3cccc(c23)C1=O)Nc1cccc(Br)c1,15.1,1.3,-10.8,2.1,0.1,-2.2,-0.7,2.7,2.8
S=c1nc(-c2ccc(Br)cc2)oc2c1CCCC2,14.6,3.8,-5.3,-0.6,0.8,-2.1,-24.7,-3.6,x
